High-throughput results deposited in PubChem by NCI.
yeast bub3: NCI yeast anticancer drug screen, S. cerevisiae bub3 mutant strain. actives 9.9% (n = 78,000). growth inhibition, % at 50 µM;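 also: 0% = growth of vehicle-only cultures of the same strain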
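In this screen, a yeast mutant lacking normal mitotic checkpoint function is challenged with compound. Relative growth versus vehicle gives the inhibition value.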
cln2 rad14: NCI yeast anticancer drug screen, S. cerevisiae cln2 rad14 strain | % growth inhibition at 50 µM | actives 8.3% (n = 78,000);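 also: 0% = growth of vehicle-only cultures of the same strain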
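Yeast strain cln2 rad14, bearing defects in cell cycle control and DNA repair, serves as the test system; values reflect growth inhibition compared with vehicle.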
yeast mlh1 rad18: NCI yeast anticancer drug screen, S. cerevisiae mlh1 rad18 strain. actives 11% (n = 79,000). growth inhibition, % at 50 µM;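 also: 0% = growth of vehicle-only cultures of the same strain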
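Yeast w/ defined DNA-repair lesions; compound exposure; growth vs vehicle controls → % inhibition.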
mec2-1: NCI yeast anticancer drug screen, S. cerevisiae mec2-1 strain; % growth inhibition at 50 µM; actives 9% (n = 79,000);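 also: 0% = growth of vehicle-only cultures of the same strain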
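Vehicle-treated cultures served as reference for growth inhibition of compound-exposed mec2-1 yeast.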
rad50: NCI yeast anticancer drug screen, S. cerevisiae rad50 strain; growth inhibition, % at 50 µM; actives 10% (n = 79,000); AID 155;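 also: 0% = growth of vehicle-only cultures of the same strain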
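Compounds were tested on a yeast strain with an engineered DNA damage repair alteration; the reported value is growth inhibition normalised to vehicle treatment.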
yeast sgs1 mgt1: NCI yeast anticancer drug screen, S. cerevisiae sgs1 mgt1 strain. growth inhibition, % at 50 µM. actives 10% (n = 78,000). AID 161;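 also: 0% = growth of vehicle-only cultures of the same strain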
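Test agents were incubated with a DNA-repair-mutant yeast strain. Growth was then read and compared against vehicle-treated controls.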
* hit, by the source's call; & = joins results of further samples. Rule as the data show it: active = growth inhibition above about 70%; inactive = the rest.

SMILES	yeast bub3	cln2 rad14	yeast mlh1 rad18	mec2-1	rad50	yeast sgs1 mgt1
O=C1c2c(ccc3c2CCCC3)CC1Cc1ccc2c(c1)CCCC2 (stereo not given)	-17	-25	-38	-15	-22	-19
CCOC(=O)C(NC(=O)c1ccccc1)(Nc1ccc(S(=O)(=O)Nc2cc(C)on2)cc1)C(F)(F)F (stereo not given)	0	0	-3	-10	11	2
CC(=O)c1ccccc1C	-38	-1	-22	-69	-33	-44
O=C(O)C(c1ccccc1)S(=O)(=O)c1ccccc1 (stereo not given)	-12	-17	6	-7	4	9
N#Cc1cn(Cc2ccccc2)c2ccccc2c1=O	7	48	1	-3	0	4
NC(=S)N=Nc1c(O)n(CCCO)c2ccccc12	8	11	5	5	17	1
Clc1ccc(-n2ncc3c(NCCCN4CCOCC4)ncnc32)cc1	47	35	76*	62	56	83*
N#CCCSC(=S)C1CCCCC1=N (stereo not given)	-25	-112	-2	1	-5	13
CCCN(CCC)S(=O)(=O)N(C)C	-21	-10	-13	-18	20	13
Clc1ccc(SC(/C=C/NNC2=NC(c3ccccc3)C(c3ccccc3)=NN2)c2ccccc2)cc1 (stereo not given)	61	70*	58	19	71*	50
Cc1ccc(/C=C2\CCCC(CN(C)C)C2=O)cc1 (stereo not given)	49	41	52	62	61	79*
CC1(C)C=C(N2CCN(C3=CC(C)(C)NC(C)(C)C3)CC2)CC(C)(C)N1	4	1	-10	-14	-3	-25
Cc1ccc2cccc(OC(=O)Nc3ccc(C)c(NC(=O)Oc4cccc5ccc(C)nc45)c3)c2n1	14	8	40	3	40	28
Oc1ccccc1C(Sc1nc2ccccc2s1)Sc1nc2ccccc2s1	91*	72*	90*	96*	97*	97*
OC1CSCCCSCCSCCCSC1	69	11	27	20	12	29
COc1ccc(-c2c(N)cnc(C(=O)O)c2C)c(O)c1OC	10	16	18	7	-6	14
Cc1cc2nc(/N=C/c3nc(O)c(C)[nH]3)[nH]c2cc1C	14	20	56	22	33	59
CC1=CCCC2C(C=O)(C1)CC(C)C2(CO)CC/C(=C/CO)CO (stereo not given)	-3	33	-6	4	4	-6
Cc1cc([N+](=O)[O-])c(C)c2c1[nH]c1ccc(O)cc12	89*	86*	83*	89*	87*	88*
NNC(=O)CNc1cccc(Br)c1	-32	17	-11	-25	-16	-6
Brc1cnc2ccccc2c1	-3	-8	22	9	13	27
O=C(Oc1ccco1)c1ccc([N+](=O)[O-])cc1	0	-17	-10	1	3	-5
COc1ccc2nc(N(C)C)cc(N(C)C)c2c1	5	-35	-5	6	-11	-2
OCC(O)C(O)c1cnn(-c2ccccc2)n1 (stereo not given)	-1	3	16	14	25	2
c1ccc2c(c1)NC1CCN2C1 (stereo not given)	1	-21	2	2	-9	-3
O=C(Oc1c(Cl)cc(Cl)c(Cl)c1Cl)Oc1c(Cl)cc(Cl)c(Cl)c1Cl	70*	7	0	15	-1	0
Cc1ccc(S(=O)(=O)OCC2OCC(OC(=O)c3ccccc3)C(OC(=O)c3ccccc3)C2OC(=O)c2ccccc2)cc1 (stereo not given)	-7	-13	16	4	-4	-3
COc1ccc(/C=C/Cc2cc3c(cc2O)OCO3)cc1	17	26	1	-10	-4	13
c1ccc2c(c1)c1ccccc1c1nccnc21	7	5	2	-12	28	13
O=C1CCC(=O)c2sccc2N1	24	10	27	-1	16	4
N#CCCCOc1ccccc1	-2	-7	5	-14	-14	16
CCCC(C)C1=NC(C)(C)CCO1 (stereo not given)	-8	-21	-1	-3	3	-3
O=C1NC(=O)c2ccc([N+](=O)[O-])c3cccc1c23	52	72*	38	34	64	69
O=[N+]([O-])c1ccc([N+]2=NC(c3ccccc3)=NN(c3ccccc3)C2)cc1	78*	21	80*	18	67	74*
O=C1C=CC(=O)C(C2OC(=O)C(Cl)=C2Cl)=C1 (stereo not given)	12	-3	9	6	3	-5
CSc1nc(NC(=O)O)c(N(C(C)=O)C(=O)O)c(=O)n1C	-9	20	-14	1	-15	5
C=CCSc1ncnc2nc[nH]c12	0	-3	9	-1	8	2
Nc1cc(=O)[nH]c(N2CCN(c3ccccc3)CC2)n1	6	6	12	-5	1	-14
O=Cc1ccnc2c(Cl)cccc12	6	15	18	23	16	-1
CC(=O)Nc1ccc(O)c(Br)c1	22	6	14	6	28	27
C=CCNC(=O)Nc1ncc([N+](=O)[O-])s1	-14	-66	-20	-1	14	-23
CN(C)S(=O)(=O)c1ccc(NC(=O)OCc2ccccc2)cc1	13	7	-4	1	14	10
COC(=O)C1=C(C(=O)OC)C23CC4CCC2(C(=O)C1O3)C4(C)C (stereo not given)	22	9	-5	18	36	23
C(=Nc1ccc(N=Cc2ccco2)cc1)c1ccco1	-8	-8	7	2	11	0
Cc1ccc(S(=O)(=O)N(/N=C(\N)Oc2ccc(Cl)cc2)C(=N)Oc2ccc(Cl)cc2)cc1	2	4	0	-13	-25	0
CCc1ccccc1NC(C)=O	0	-5	-13	-16	-5	-9
COc1ccc(Cl)cc1NC(=O)c1ccc(F)cc1	51	25	29	17	39	31
CC1(C)CC(=O)c2c(nc(SSc3nc4c(c(-c5ccccc5)c3C#N)C(=O)CC(C)(C)C4)c(C#N)c2-c2ccccc2)C1	-3	-18	-3	-18	14	12
CC1(C)CC([P+](c2ccccc2)(c2ccccc2)c2ccccc2)=NN1	84*	46	79*	77*	76*	80*
Cc1cc(=O)n2[nH]c(-c3ccc(C(C)(C)C)cc3)cc2n1	16	4	1	-11	4	20
O=C1CCCCC1CN1CCCC1 (stereo not given)	-43	21	-23	-12	-10	-34
OCCCc1ccc(Cl)cc1	-3	-35	23	13	18	8
CCCCN(CCCC)C(=O)CCl	31	-4	25	5	5	-2
N#C/C(=C/N1C(=O)/C(=C/c2ccc([N+](=O)[O-])cc2)SC1=S)C(N)=O	45	54	42	57	45	63
CN(C)CCCNc1ccnc2cccc([N+](=O)[O-])c12	2	-10	53	13	21	34
C=CCc1oc(C)nc1CCCC	6	27	23	0	0	17
CN(CC(=O)O)C(=O)Cc1ccccc1	-10	-27	12	-2	6	-7
COC(=O)C(C)CC(C)(C=O)OC (stereo not given)	-12	-20	2	-1	-6	-6
CCOC(=O)C(=[N+]=[N-])C(=O)CN1C(=O)c2ccccc2C1=O	6	-8	-16	-7	-22	-32
C/C(=N/NC(N)=O)C1CC(CCC2([N+](=O)[O-])CCC(C)(O)C(/C(C)=N\NC(N)=O)C2)([N+](=O)[O-])CCC1(C)O (stereo not given)	97*	10	2	14	11	-6
Continuation:
SMILES	yeast bub3	cln2 rad14	yeast mlh1 rad18	mec2-1	rad50	yeast sgs1 mgt1
Cc1ccc(C(=O)OCC(C)C)cc1N=NN(C)C	31	39	8	20	69	29
Cc1cc2nc3c(N)ccc(N)c3nc2cc1N	-29	-18	-8	4	5	-1
COc1ccc(C)c(CN(C)C)c1	-1	5	24	-8	8	8
O=C(CC(=O)n1nc(-c2ccccc2)c(N=Nc2ccccc2Cl)c1-c1ccccc1)Nc1ccc(Cl)cc1	-19	14	-9	8	-10	-4
COc1cc(O)c(C(=O)C2Cc3ccccc32)c(OC)c1 (stereo not given)	9	22	42	12	-21	24
NC(N)=Nc1ccc(-c2ccc(N=C(N)N)cc2)cc1	-25	-22	-8	6	-9	1
COc1ccccc1C1C2=C(COC2=O)Oc2cc3c(cc21)OCO3 (stereo not given)	0	4	-12	-8	-21	-29
O=S(=O)(Nc1nccs1)c1ccc(NCc2c3ccccc3nc3ccccc23)cc1	18	30	50	55	62	42
O=S1(=O)CCc2ccccc2C(Br)C1Br (stereo not given)	98*	98*	99*	100*	100*	100*
O=C(O)CCCCCCCCCCOc1ccc(Cl)cc1	11	-3	-34	-8	24	10
CCCOC(=O)CCC(C)=O	-20	-61	-32	-5	-32	-23
COc1ccc(N=Cc2c(O)ccc3ccccc23)cc1	32	1	63	48	12	43
O=[N+]([O-])c1ccc2c(c1)/C(=N/O)c1ccccc1-2	19	46	81*	28	88*	70
CC1CCc2cc(Br)ccc2N1N (stereo not given)	-5	10	28	1	33	-5
CN(C)CC(C)(C)CO	-9	9	5	0	7	4
CC(C)/C(Cl)=N/OC(NC(=O)Nc1ccc(Cl)c(Cl)c1)(C(F)(F)F)C(F)(F)F	100*	99*	99*	100*	99*	99*
Cc1ccc(/C([O-])=C(/C(=S)Nc2ccccc2)[n+]2ccccc2)cc1	18	-22	13	22	-5	8
FC(F)(c1ccccc1)C(Cl)(Cl)Cl	1	-19	41	-28	10	16
ClC(Cl)(Cl)C1=NCc2nnn(Cc3ccccc3)c2N1	-22	4	-31	9	1	-31
CC1OC(C)(c2ccccc2)OC1C (stereo not given)	33	-26	42	14	18	27
COc1ccc(CC(NC(=O)C2CCCCC2)C(=O)O)c(OC)c1C (stereo not given)	0	-62	-3	-3	3	6
CN(C)c1ccc(/C(O)=C\c2ncnc3ccccc23)cc1	22	17	26	21	12	24
O=c1n(-c2ccccc2)c(=O)n2n1C1C3C4C3C2C2(F)C4C12 (stereo not given)	8	9	10	14	-7	20
CC1=C(C)C(N2CCOCC2)CS(=O)(=O)O1 (stereo not given)	1	16	-4	-14	6	-2

Ordered by formula weight (low to high): 3 of the compounds above
SMILES	yeast bub3	cln2 rad14	yeast mlh1 rad18	mec2-1	rad50	yeast sgs1 mgt1
CN(C)CC(C)(C)CO	-9	9	5	0	7	4
CC1CCc2cc(Br)ccc2N1N (stereo not given)	-5	10	28	1	33	-5
CC1=C(C)C(N2CCOCC2)CS(=O)(=O)O1 (stereo not given)	1	16	-4	-14	6	-2

New compounds follow:
SMILES	yeast bub3	cln2 rad14	yeast mlh1 rad18	mec2-1	rad50	yeast sgs1 mgt1
CC(=O)Nc1ccc2ccccc2c1SC1CC(=O)N(c2ccccc2)C1=O (stereo not given)	-16	-23	-21	-3	-24	-26
C/C(N=NC(=S)N1CCN(c2ccccc2)CC1)=C1\C=CC=CN1O	46	66	57	20	37	51
CCOC(=O)C1CCCCC1NC1CCCCC1C(=O)OCC (stereo not given)	-16	-14	9	-2	5	-23
CCc1ccc(NCc2cc(OC)c(OC)c(OC)c2)cc1	39&40	-3&-4	-24&-55	-6&-4	4&23	33&26
N#Cc1ccc(C=NC23CC4CC(CC(C4)C2)C3)cc1	-2	2	-4	-10	-12	-7
O=C1CC(Nc2ccccc2)C(=O)N1c1cccc2ccccc12 (stereo not given)	-8	5	0	3	-11	-5
CCOC(CCC1(C)C(=O)CCC1=O)(OCC)OCC	11	3	20	-4	20	22
O=CNc1ccccc1O	-14	20	15	-18	-3	-25
FC(F)(F)C1CCCCC1[Si](C1CCCCC1C(F)(F)F)C1CCCCC1C(F)(F)F (stereo not given)	-6	10	6	-11	33	14
CCCCCCCN(CCCCCCC)CC(O)c1ccc2cc(Br)c3ccccc3c2c1 (stereo not given)	8	18	21	14	13	43
C[N+]12CCCCC1C(CN1C(=O)Cc3c4ccccc4c(c4ccccc34)CC1=O)CCC2 (stereo not given)	23	9	-28	-4	0	31
O=Cc1cc(Cl)cc(Cl)c1	9	9	7	-18	5	1
NC(=O)N(c1ccc([N+](=O)[O-])cc1)N1CCCCC1	17	-10	-15	-11	1	13
CCN(CC)C(=O)CCn1ccc(=O)[nH]c1=O	-3	10	-5	-33	-52	-26
CC(C)(C)OC(=O)N1CCCC1C(=O)Oc1ccc([N+](=O)[O-])cc1 (stereo not given)	6	4	58	19	32	11
COC(=O)C1(OC(=O)CCC(=O)O)C(=O)NC2=C1C(=O)c1ccccc1C2=O (stereo not given)	33	38	47	12	76*	48
Nc1cc2c(cc1I)-c1ccccc1C2O (stereo not given)	11	-3	-9	5	2	-13
Nc1ccc(C(=O)N/N=C/C=C/c2ccccc2)cc1	30	-6	8	56	1	17

An excerpt of these results, with each value named.
> NC(=O)N(c1ccc([N+](=O)[O-])cc1)N1CCCCC1
- yeast bub3: 17
- cln2 rad14: -10
- yeast mlh1 rad18: -15
- mec2-1: -11
- rad50: 1
- yeast sgs1 mgt1: 13

> Nc1cc2c(cc1I)-c1ccccc1C2O (stereo not given)
- yeast bub3: 11
- cln2 rad14: -3
- yeast mlh1 rad18: -9
- mec2-1: 5
- rad50: 2
- yeast sgs1 mgt1: -13

> CC(C)(C)OC(=O)N1CCCC1C(=O)Oc1ccc([N+](=O)[O-])cc1 (stereo not given)
- yeast bub3: 6
- cln2 rad14: 4
- yeast mlh1 rad18: 58
- mec2-1: 19
- rad50: 32
- yeast sgs1 mgt1: 11

> COC(=O)C1(OC(=O)CCC(=O)O)C(=O)NC2=C1C(=O)c1ccccc1C2=O (stereo not given)
- yeast bub3: 33
- cln2 rad14: 38
- yeast mlh1 rad18: 47
- mec2-1: 12
- rad50: 76*
- yeast sgs1 mgt1: 48
